RXFP1 ag: agonists of human relaxin receptor RXFP1 | HEK293T-RXFP1 cAMP TR-FRET, 30 min; response scale: percent of porcine relaxin response, buffer zero | Potency, µM (titrated, usually from 57.5 µM), for the others: at the highest dose activation, actives largely listed as activators | 370,000 compounds, 0.3% hits | AID 2676; further: on the % scale 0 is the no-effect control and ±100 the full control effect; nearly all actives have a fitted effect of over 60% in size; many of its hits are not listed in these tables
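cAMP rise read by TR-FRET after 30 min, 37C compound exposure (up to 58 uM) in RXFP1-transfected HEK293 cells with Ro 20174 present. EC50 from Hill-equation fits, with 29 nM porcine relaxin as 100% and buffer as basal.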
Vif-A3F inh: blocks the Vif interaction with APOBEC3F. HeLa A3F-eYFP + Vif (tagged APOBEC3F with the HIV-1 protein that degrades it), YFP fluorescence increase. Potency, µM (top dose mostly 46.1 µM), for inactives: at the highest dose activity, negative = active. 390,000 compounds, 0.2% hits; further: % of control where 0% means no effect; nearly all actives have a fitted effect of over 65% in size
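Fluorescence increase (Ex 488/Em 500-530) after overnight compound treatment at 37 deg C flags inhibition of Vif-driven A3F-eYFP loss in stable HeLa A3F-eYFP/Vif cells seeded overnight beforehand.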
IDH1 R132H inh: human IDH1 R132H inhibition; O75874; IDH1-R132H enzyme, NADPH consumption, diaphorase/resazurin fluorescence; Potency, µM (top dose mostly 76.6 µM), without a hit: top-dose activity change, negative = inhibition, hits mostly inhibitors; 390,000 compounds, 0.093% hits; AID 602179; further: on the % scale 0 is the no-effect control and ±100 the full control effect; nearly all actives have a fitted effect of over 65% in size
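IDH1-R132H (0.5 ug/mL) preincubated 30 min with compound, then NADPH (0.016 mM) and alpha-KG (2 mM) added; 80 min at RT, pH 7.5. Remaining NADPH coupled via diaphorase/resazurin to fluorescence (540/590 nm); concentration-response curves normalized to no-enzyme control.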
TrxR1 substrate: substrates of rat thioredoxin reductase 1; O89049; purified TrxR1 substrate turnover, NADPH consumption readout; Potency, µM (highest dose often 114 µM), for the others: at the highest dose activity change, negative = substrate turnover; 390,000 compounds, 0.01% hits; further: on the % scale 0 is the no-effect control and ±100 the full control effect; nearly all actives have a fitted effect of over 50% in size
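Rat TrxR1, dispensed at 90 nM, was prereduced with 400 uM NADPH (final) for 5 min at ~22 deg C, then incubated with compound 15 min before 400 uM selenite. A first-read NADPH fluorescence drop versus no-compound background flagged substrates.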
USP1 inh: inhibitors of human USP1/UAF1 deubiquitinase; O94782; recombinant USP1/UAF1, Ub-Rhodamine cleavage fluorescence; Potency, µM (series often up to 57.1 µM), for inactives: at the top dose activity change, negative = inhibition, hits mostly inhibitors; 390,000 compounds, 0.23% hits; AID 743255; further: on the % scale 0 is the no-effect control and ±100 the full control effect; nearly all actives have a fitted effect of over 60% in size; inactives centre near -12
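Step one: compound is pinned into 1nM USP1/UAF1 in HEPES pH 7.8 buffer with TCEP. Step two: 15 min room-temperature incubation. Step three: Ub-Rho (150nM final) starts cleavage, tracked by fluorescence over six one-minute reads.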
RGS4 inh: blocks human RGS4-accelerated GTP hydrolysis. P49798. Transcreener GDP fluorescence polarization, RGS4-accelerated GTP hydrolysis. Potency, µM (series often up to 114 µM), for inactives: at the top dose activity change, negative = inhibition, usual class: inhibitors. 390,000 compounds, 0.039% hits. AID 504845; further: on the % scale 0 is the no-effect control and ±100 the full control effect; nearly all actives have a fitted effect of over 75% in size; some results filed as inactive show a strong effect at the top dose
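MLSMR compounds (23 nl, pin-transferred) preincubated 10 min at room temperature with a 500nM (2x) first reagent, then RGS4 at 900nM (2x) plus Transcreener GDP mix added; fluorescence polarization (620/688 nm) read before and after 90 min at 30 °C.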
Vif-APOBEC3G blk: Vif-A3G binding inhibition. Q9HC16. Potency, µM (highest dose often 46.1 µM), inactives show at the highest dose activity, negative = active, most hits filed as inhibitors. 410,000 compounds, 0.076% hits. HeLa A3G-eYFP + Vif (tagged APOBEC3G with the HIV-1 protein that degrades it), YFP fluorescence, overnight;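 further: on the % scale 0 is the no-effect control and ±100 the full control effect; nearly all actives have a fitted effect of over 60% in size; hits raise eYFP signal because A3G escapes Vif-driven loss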
Target sequence (Q9HC16 whole entry, looked up): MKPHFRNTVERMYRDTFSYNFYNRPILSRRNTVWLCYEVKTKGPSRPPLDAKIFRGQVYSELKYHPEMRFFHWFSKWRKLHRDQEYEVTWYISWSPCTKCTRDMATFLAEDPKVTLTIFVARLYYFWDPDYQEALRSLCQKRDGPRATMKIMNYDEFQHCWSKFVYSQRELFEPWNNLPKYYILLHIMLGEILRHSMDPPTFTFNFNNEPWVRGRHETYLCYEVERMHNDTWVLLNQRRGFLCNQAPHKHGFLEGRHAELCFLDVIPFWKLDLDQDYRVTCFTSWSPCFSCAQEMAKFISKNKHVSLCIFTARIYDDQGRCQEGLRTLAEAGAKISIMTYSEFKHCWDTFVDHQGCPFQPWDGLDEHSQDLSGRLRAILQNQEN
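HeLa cells stably expressing Vif and C-terminally eYFP-tagged A3G, seeded overnight at 37 deg C, then exposed to compound by pintool overnight at 37 deg C. Rise in yellow fluorescence (Ex 488/Em 500-530, Acumen) marks blocked Vif-driven A3G degradation.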
ALOX12 inh: inhibitors of human 12S-lipoxygenase ALOX12. P18054. purified 12hLO, xylenol orange hydroperoxide absorbance. Potency, µM (highest dose often 108 µM), for inactives: at the highest dose activity change, negative = inhibition, most hits filed as inhibitors. 580,000 compounds, 1.1% hits; further: on the % scale 0 is the no-effect control and ±100 the full control effect
Target sequence (P18054 whole entry, looked up): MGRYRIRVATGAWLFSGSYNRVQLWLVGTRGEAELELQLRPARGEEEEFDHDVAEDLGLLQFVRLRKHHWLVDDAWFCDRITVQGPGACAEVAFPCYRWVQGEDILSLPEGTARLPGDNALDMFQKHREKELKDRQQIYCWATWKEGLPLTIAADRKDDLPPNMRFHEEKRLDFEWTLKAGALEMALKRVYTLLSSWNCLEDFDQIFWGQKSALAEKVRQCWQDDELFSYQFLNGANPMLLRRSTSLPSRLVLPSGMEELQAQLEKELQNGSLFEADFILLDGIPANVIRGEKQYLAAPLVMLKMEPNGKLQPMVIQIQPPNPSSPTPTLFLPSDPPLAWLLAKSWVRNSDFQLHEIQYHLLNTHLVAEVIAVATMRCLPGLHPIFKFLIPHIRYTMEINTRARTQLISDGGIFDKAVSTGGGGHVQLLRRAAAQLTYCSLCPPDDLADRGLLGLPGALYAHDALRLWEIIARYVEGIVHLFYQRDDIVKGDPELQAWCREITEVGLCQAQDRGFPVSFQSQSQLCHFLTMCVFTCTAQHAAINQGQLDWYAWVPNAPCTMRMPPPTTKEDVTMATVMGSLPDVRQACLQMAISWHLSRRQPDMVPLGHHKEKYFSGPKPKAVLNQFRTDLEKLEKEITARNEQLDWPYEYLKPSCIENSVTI
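Hydroperoxide product was detected by ferrous iron/xylenol orange as the 573 to 405 nm absorbance ratio. Arachidonic acid at 40 uM (final) was turned over for 30 min at room temperature by 150 nM human 12hLO, pH 7.0 Hepes buffer, after 15 min compound preincubation.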
TrxR1 inh: blocks rat thioredoxin reductase 1 | O89049 | recombinant rTrxR1, NADPH fluorescence consumption, selenite substrate | Potency, µM (highest dose often 114 µM), without a hit: top-dose activity change, negative = inhibition, most hits filed as inhibitors | 390,000 compounds, 1% hits; further: on the % scale 0 is the no-effect control and ±100 the full control effect; nearly all actives have a fitted effect of over 65% in size
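Rat TrxR1 (90 nM in the dispensed reagent) was pre-reduced with 400 uM NADPH for 5 min at room temperature, then incubated with compound for 15 min. After 400 uM selenite was added, NADPH fluorescence (Ex 340/Em 450 nm) was followed for 8 min.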
Active calls of the source: *; ? = inconclusive; / = no result given; [ ] = dose if it differs, or a comment. The call rests on the fitted dose curve; in most records, active means well fitted curve in the direction sought with a large enough effect; inconclusive means small, poorly fitted or top-dose-only effect, or another doubt; inactive means no such curve, though single readings can be large; an effect the other way counts as inactive or inconclusive. Potency means the concentration at half of the fitted maximal effect.

cpd	SMILES	RXFP1 ag	Vif-A3F inh	IDH1 R132H inh	TrxR1 substrate	USP1 inh
1	O=C(O)c1cccc(Cn2c(Cl)c(/C=N/NC(=O)c3ccco3)sc2=O)c1	-0.7%	-4%	9%	-19%	-18%
2	c1cnc(NC2CCCCCC2)nc1	3.8%	-6%	5%	18%	-6%
3	COc1ccc(-c2nc3cc(NC(=O)c4cc5ccccc5o4)ccc3o2)cc1	?	5%	0%	56%[activator]	-11%
4	COc1ccccc1/C=C/C(=O)NC(=S)N1CCN(C)CC1	-0.7%	-10%	1%	-6%	-18%
5	Cc1ccccc1Cn1nc(C)c(NC(=O)c2nc3n(n2)C(C(F)F)CC(C)N3)c1C (stereo not given)	0.9%	7%	1%	5%	-6%
6	COc1cc(S(=O)(=O)Nc2ccc(C)cc2)ccc1N=Cc1c(C)[nH]n(-c2ccc(C)cc2)c1=O	0.4%	0%	1%	7%[57.1 µM]	-6%
7	CC(=O)Nc1cccc(NC(=O)CSc2nc(C3CC3)nc3ccccc23)c1	-2.4%	6%	4%	2%	-20%
8	CCOc1cc(C(=O)NCC(=O)N2CCC3(CC2)NCCc2[nH]cnc23)cc(OCC)c1OCC	-0.3%	4%	-6%	4%	-20%

cpd	RGS4 inh	Vif-APOBEC3G blk	ALOX12 inh	TrxR1 inh
1	-20%	-2%	3%	79µM*
2	10%	2%	-12%	18%
3	-6%	-4%	0%	8%
4	-34%	2%	-1%	-8%
5	-18%	1%	0%	21%
6	-14%	-4%	-21%	28%[57.1 µM]
7	-10%	-9%	-15%	11%
8	3%[11.4 µM]	1%	-15%	7%

(next part)
cpd	SMILES	RXFP1 ag	Vif-A3F inh	IDH1 R132H inh	TrxR1 substrate	USP1 inh
9	Fc1ccccc1NC(=S)Nc1cccc2cnccc12	1.3%	1%	7%	-2%[57.1 µM]	-17%
10	Cc1cc(NC(=O)C2Oc3ccccc3OC2C)no1 (stereo not given)	-0.4%	25%	-3%	-15%	-10%
11	C[C@H](CO)N1C[C@H](C)[C@@H](CN(C)S(=O)(=O)c2cn(C)cn2)Oc2ccc(NC(=O)Nc3ccccc3)cc2C1=O	/	0%	10%	11%	-23%
12	O=C(Nc1ccncc1)Nc1ccc(F)cc1F	-1.9%	-13%	6%	11%	-11%
13	CC(C)CN(C(=O)COC(=O)c1ccc2c(c1)OCO2)c1c(N)n(Cc2ccccc2)c(=O)[nH]c1=O	0.7%	6%	-2%	-6%	2%
14	O=C(c1ccccc1Cl)N(Cc1ccc(Br)cc1)N1C(=O)CCCC1=O	2.0%	13%	-2%	9%	-22%
15	O=[N+]([O-])c1ccc(-c2n(-c3ccccn3)c3ccccc3[n+]2-c2ccccn2)cc1	3.4%	?	1%	0%	-5%
16	O=P(CCN1CCCCC1)(c1ccccc1)c1ccccc1	0.1%	-5%	1%	-8%	-3%

cpd	RGS4 inh	Vif-APOBEC3G blk	ALOX12 inh	TrxR1 inh
9	?	0%	-17%	-61%
10	7%	-5%	-6%	-32%
11	13%	3%	-10%	-7%
12	-24%	0%	0%	6%
13	-16%	-5%	-17%	-11%
14	2%	-8%	-14%	33%
15	-17%	2%	?	16%
16	19%	-1%	29%	0%

Sorted by number of heavy atoms (largest number first): 9 of the compounds above.
cpd	SMILES	RXFP1 ag	Vif-A3F inh	IDH1 R132H inh	TrxR1 substrate	USP1 inh
11	C[C@H](CO)N1C[C@H](C)[C@@H](CN(C)S(=O)(=O)c2cn(C)cn2)Oc2ccc(NC(=O)Nc3ccccc3)cc2C1=O	/	0%	10%	11%	-23%
13	CC(C)CN(C(=O)COC(=O)c1ccc2c(c1)OCO2)c1c(N)n(Cc2ccccc2)c(=O)[nH]c1=O	0.7%	6%	-2%	-6%	2%
8	CCOc1cc(C(=O)NCC(=O)N2CCC3(CC2)NCCc2[nH]cnc23)cc(OCC)c1OCC	-0.3%	4%	-6%	4%	-20%
15	O=[N+]([O-])c1ccc(-c2n(-c3ccccn3)c3ccccc3[n+]2-c2ccccn2)cc1	3.4%	?	1%	0%	-5%
7	CC(=O)Nc1cccc(NC(=O)CSc2nc(C3CC3)nc3ccccc23)c1	-2.4%	6%	4%	2%	-20%
14	O=C(c1ccccc1Cl)N(Cc1ccc(Br)cc1)N1C(=O)CCCC1=O	2.0%	13%	-2%	9%	-22%
9	Fc1ccccc1NC(=S)Nc1cccc2cnccc12	1.3%	1%	7%	-2%[57.1 µM]	-17%
10	Cc1cc(NC(=O)C2Oc3ccccc3OC2C)no1 (stereo not given)	-0.4%	25%	-3%	-15%	-10%
12	O=C(Nc1ccncc1)Nc1ccc(F)cc1F	-1.9%	-13%	6%	11%	-11%

cpd	RGS4 inh	Vif-APOBEC3G blk	ALOX12 inh	TrxR1 inh
11	13%	3%	-10%	-7%
13	-16%	-5%	-17%	-11%
8	3%[11.4 µM]	1%	-15%	7%
15	-17%	2%	?	16%
7	-10%	-9%	-15%	11%
14	2%	-8%	-14%	33%
9	?	0%	-17%	-61%
10	7%	-5%	-6%	-32%
12	-24%	0%	0%	6%

Carrying on.
cpd	SMILES	RXFP1 ag	Vif-A3F inh	IDH1 R132H inh	TrxR1 substrate	USP1 inh
17	Cc1ccc(-n2c(SCC(=O)NCC3CCCO3)nc3n[nH]c(C)c3c2=N)cc1Cl (stereo not given)	0.4%	-4%	-1%	10%[57.1 µM]	-10%
18	COC(=O)c1cc2c(C)nn(C)c2s1	3.3%	2%	3%	10%[57.1 µM]	-15%
19	O=C(N/C(=C/c1ccc(Br)cc1)C(=O)N1CCCC1)c1ccccc1F	-0.5%	-14%	0%	-14%	-5%
20	CC(C)Cn1c(SCC(=O)N(C)C2CCS(=O)(=O)C2)nc2cc(Cl)ccc2c1=O (stereo not given)	-1.3%	-10%	?	-2%	-9%
21	COC(=O)c1cc(OC)c(OC)cc1NC(=S)N1CCN(C/C=C/c2ccccc2)CC1	-0.5%	5%	7%	-9%	-12%
22	COc1cc(C)c(C(C)C)cc1S(=O)(=O)n1ccnc1	0.0%	0%	9%	5%	0%
23	CC1CCC(NC(=O)C2CCC(CNS(=O)(=O)c3cccc4cccnc34)CC2)CC1 (stereo not given)	0.8%	4%	-12%	6%[57.1 µM]	-25%
24	CC1=C(C(=O)OCc2ccccc2)C(c2ccccc2Cl)NC(=O)N1CCCCCC(=O)O (stereo not given)	1.1%	-6%	3%	-3%	-28%

cpd	RGS4 inh	Vif-APOBEC3G blk	ALOX12 inh	TrxR1 inh
17	53%	-1%	1%	13%[57.1 µM]
18	-1%	-4%	0%	24%[57.1 µM]
19	-24%	-1%	-5%	-23%
20	30%	-1%	-22%	0%
21	-24%	1%	-1%	?
22	0%	3%	-7%	15%
23	4%[56.9 µM]	5%	3%	18%[57.1 µM]
24	13%	-1%	-8%	6%

Additional entries follow:
cpd	SMILES	RXFP1 ag	Vif-A3F inh	IDH1 R132H inh	TrxR1 substrate	USP1 inh
25	COc1ccc(Cl)cc1NC(=O)N1CCN(C2CCCCC2)CC1	1.1%	4%	7%	-1%	-4%
26	Cc1cc(C(=O)OCC(=O)N(C)c2ccccc2)ccc1[N+](=O)[O-]	3.2%	2%	-2%	-1%	-19%
27	CC(=O)c1cc2c(cc1NC(=O)CCn1cnnn1)OCO2	8.9%	1%	-7%	-2%[57.1 µM]	-8%
28	CCN(C(=O)CSc1nnc(-c2cccs2)n1N)c1c(N)n(Cc2ccccc2)c(=O)[nH]c1=O	-0.1%	-3%	4%	-11%	0%
29	C=CCSc1nnc(-c2cc3c(s2)-c2ccccc2CC3)o1	9.9%	-24%	3%	200%[activator][57.1 µM]	-1%
30	CCOc1cccc(C2C(C(=O)c3ccc(C)o3)=C(O)C(=O)N2c2nccs2)c1 (stereo not given)	?	3%	-1%	-3%	23%
31	COc1ccc(OC)c(NC(=O)c2cccc(N3C(=O)C4C5C=CC(C6CC56)C4C3=O)c2)c1 (stereo not given)	1.7%	10%	-7%	2%	-18%
32	COCCn1c(=N)c(C(=O)NC2CCCC2)cc2c(=O)n3cc(C)ccc3nc21	4.8%	3%	11%	123%[activator]	-24%
33	Cc1ccc(S(=O)(=O)C2(C(=O)N3CCN(c4cc(C)ccc4C)CC3)CC2)cc1	0.8%	1%	2%	173%[activator]	-23%
34	C=CCC[C@@H](Cc1ccc(F)cc1)C(=O)OC[C@H](Cc1c[nH]c2ccccc12)NC(=O)[C@@H](CC=C)CC(=O)N(CCO)Cc1ccccc1	/	0%	-9%	4%	?

cpd	RGS4 inh	Vif-APOBEC3G blk	ALOX12 inh	TrxR1 inh
25	-30%	-1%	2%	5%
26	24%	3%	-7%	20%
27	23%	0%	-4%	-22%[57.1 µM]
28	24%	-2%	-18%	-18%
29	36%	-12%	-1%	92%[activator][57.1 µM]
30	-17%	3%	0.63µM*	-44%[57.1 µM]
31	8%	0%	3%	24%
32	10%	-2%	0%	0%
33	14%	-3%	-12%	45%[activator]
34	-18%	-4%	-18%	32%

Assay outcomes (PubChem)

These rows are one share of the data (hit frequency here may not be typical).
